14-3-3g Raf = 14-3-3 gamma protein interaction modulation; P61981; FP, 14-3-3gamma / TMR-pS259-Raf peptide binding; inhibition, % at 40 µM; 0.19% of 160,000 active; in the data active = inhibition above about 30%;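 note: 0% = protein plus tracer without compound and 100% = blank with tracer alone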
Target sequence (P61981 whole entry, looked up): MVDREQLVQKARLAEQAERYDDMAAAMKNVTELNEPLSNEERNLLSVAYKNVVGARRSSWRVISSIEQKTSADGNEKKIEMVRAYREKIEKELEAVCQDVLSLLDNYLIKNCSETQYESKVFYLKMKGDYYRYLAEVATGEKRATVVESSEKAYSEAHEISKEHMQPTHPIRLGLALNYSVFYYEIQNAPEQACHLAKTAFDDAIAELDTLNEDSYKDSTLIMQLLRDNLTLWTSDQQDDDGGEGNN
Active calls of the source: *; & = joins results of further samples. An excerpt. The share of hits here may be higher or lower than overall.

SMILES	14-3-3g Raf
O=[n+]1c2c(n([O-])c3c1CCC3)CCCC2	-1
Oc1c(I)cccc1C=Nc1ccc2nc(-c3cccc(Cl)c3)oc2c1	-31
O=C(CSc1oc(-c2ccccc2)nc1S(=O)(=O)c1ccc(Br)cc1)NC1CCCCC1	-96
CCCOc1cccc(C(=O)Nc2ccc3nn(-c4cccc(Cl)c4)nc3c2)c1	-26
Cc1cc(=O)n2[nH]c(C)cc2n1	-5
CCn1c(=N)c(C(=O)NC2CCCCC2)cc2c(=O)n3cccc(C)c3nc21	5
CC(=O)c1c(-c2ccccc2)nc2nonc2c1N	0
COc1cccc(C(=O)Nc2ccc3oc(-c4ccccc4F)nc3c2)c1	-23
COc1cc(C2C(C(=O)OC3CCCCC3)=C(C)NC3=C2C(=O)CCC3)ccc1O (stereo unspecified)	-5
CCCn1c(=O)c2[nH]c(-c3ccc(OCC(=O)Nc4ccc(C#N)cc4)cc3)nc2n(CCC)c1=O	-7
COc1ccc(C2C(C(=O)N3CCOCC3)c3ccccc3C(=O)N2C)cc1 (stereo unspecified)	2
CC(C(=O)NC1CCCC1)N(C(=O)c1snc(C(N)=O)c1N)c1ccc2c(c1)OCCO2 (stereo unspecified)	-2
O=C(O)CCCCCC[C@H]1C(=O)NC(=O)N1CC[C@@H](O)C1CCCCC1	-1
Cc1ccc(S(=O)(=O)Nc2nc3ccc(S(=O)(=O)N4CCCC4)cc3s2)cc1	-10
N#Cc1c(C(F)(F)F)cc(-c2cccs2)nc1SCC1CCCCC1=O (stereo unspecified)	-19
COc1ccc(N2CN=C3SCC(=O)N3C2)cc1	-2
CCC(=O)N1c2ccc(S(=O)(=O)CCC(=O)NC3CCCCCC3)cc2CC1C (stereo unspecified)	11
CCc1ccc(S(=O)(=O)Nc2cc3c4c(oc3c3ccccc23)CCCC4=O)cc1	-17
Cn1cccc1Cc1nnc(SCC(=O)Nc2ccc3c(c2)OCCO3)n1-c1ccc(F)cc1	-7
Cc1cc(NC(=O)CCCSc2nc(-c3ccco3)cc(C(F)(F)F)n2)no1	-21
CC1CCN(C(=O)CC#N)CC1	-9
O=C(CN1C(=O)CSc2ccccc21)N1CCc2ccccc21	-5
CCOC(=O)C1C(=O)C=C(c2ccc(OC)c(OC)c2)CC1c1cc(OC)ccc1OC (stereo unspecified)	-11
CCOc1ccc(S(=O)(=O)N(CC(=O)NC(C)C)c2ccc(C)cc2)cc1	0
O=c1c2c3c(sc2nc2n1CCCCC2)CCCCC3	1
CN(C)c1ccc(-c2c(C#N)c(N)nc3c2CCCCCC3)cc1	-19
CCCOc1cccc(CN2CCCCC2c2cccnc2)c1 (stereo unspecified)	10
COc1cc(C2C3=C(CC(C)(C)CC3=O)OC(N)=C2[N+](=O)[O-])ccc1O (stereo unspecified)	-5
O=c1[nH]c(NCCO)nc2c1C1(CCCCC1)Cc1ccccc1-2	1
COc1ccc(-c2noc(CCCC(=O)O)n2)cc1	0
COc1ccc(NC(=O)C2CCCCN2CC(=O)OCc2ccccc2)cc1OC (stereo unspecified)	2
Cc1ccc(Nc2c([N+](=O)[O-])ccc3nonc23)cc1C	-13
Cc1ccc2cc(CN(Cc3cccs3)Cc3nnnn3CC3CCCO3)c(=O)[nH]c2c1C (stereo unspecified)	0
Cc1cccc(OCCCCc2c(C)n[nH]c2C)c1	4
CCOC(=O)c1[nH]c2ccc(OC)cc2c1N=CN(C)C	0&3
c1ccc(-c2nnc3n2N=C(c2ccc4c(c2)OCO4)CS3)nc1	2
CCN(CC)CCCn1c(=S)[nH]c2cc(Cl)ccc2c1=O	-14&-26
Cc1cc2nc(-c3cccc(NC(=O)c4ccc(Cl)c([N+](=O)[O-])c4)c3)oc2cc1C	-34
Cc1cc(NC(=O)CCCn2nc([N+](=O)[O-])c(Cl)c2C)no1	-5
CC(C)c1ccc(C(C2=C(O)CC(C)(C)CC2=O)C2C(=O)CC(C)(C)CC2=O)cc1 (stereo unspecified)	-8
Cc1ccc(-n2cnc3cc(C(=O)N4CCc5ccccc54)ccc32)c(C)c1	-44
Cc1cccc(-c2noc(COc3ccccc3)n2)c1	5
CC1=CCC2C(=O)N(c3ccc(Oc4ccccc4)cc3)C(=O)C2C1 (stereo unspecified)	-28
CCc1ccc(N2C(=S)NC3CC2(C)Oc2c(OC)cccc23)cc1 (stereo unspecified)	8
COc1cc(OC)cc(C(=O)Nc2nc(-c3ccc(C)c(C)c3)cs2)c1	12
COc1ccc2c(c1)c(=O)c1ccccc1n2CC(=O)Nc1ccccc1Cl	-8
NC(=O)CSc1nnc(-c2ccc(S(=O)(=O)N3CCOCC3)cc2)n1Cc1ccccc1	-5
CC(C)(C)n1nc2c(c1NC(=O)c1ccc(S(=O)(=O)N3CCCC3)cc1)CS(=O)C2 (stereo unspecified)	-12&0
C=CCOc1ccc2c(=O)c(Oc3cccc(C)c3)coc2c1	-4
O/C(=C\Sc1nnc(Cc2ccccc2)o1)c1ccc(Br)cc1	-7
Cc1ccc(CN2C(=O)CCC2C(=O)NCCCN2CCCCC2C)cc1 (stereo unspecified)	-8&-2
CCCCN(C(=O)c1ccc(Cl)cc1)C1CC2CCC(C1)N2C (stereo unspecified)	-5&4
O=C(CN1CCN(C(=O)N2CCCCC2)CC1)Nc1ccc(F)cc1	0
NS(=O)(=O)c1ccc(-n2nncc2C23CC4CC(CC(C4)C2)C3)cc1	-1
CCC/C(O)=C1\C(=O)CCCC1=NC(C)C(=O)O (stereo unspecified)	-5
O=C(c1cnc2n(c1=O)CCS2)N(c1ccccc1)C1CCCCC1	1
O=C(c1cccc(Cl)c1)N1CCc2ccccc21	-2
Cc1ccc(F)cc1NC(=O)c1cc2nc(-c3cccs3)cc(C(F)(F)Cl)n2n1	-1
O=C1c2ccccc2-c2nn(CC(=O)N3CCOCC3)c3cccc1c23	-5
C=CCOC(=O)C1=C(C)Nc2[nH]c(=O)[nH]c(=O)c2C1c1ccc(C#N)cc1 (stereo unspecified)	-6

Entries from the list above containing a COOH group, in the order listed:
SMILES	14-3-3g Raf
O=C(O)CCCCCC[C@H]1C(=O)NC(=O)N1CC[C@@H](O)C1CCCCC1	-1
COc1ccc(-c2noc(CCCC(=O)O)n2)cc1	0
CCC/C(O)=C1\C(=O)CCCC1=NC(C)C(=O)O (stereo unspecified)	-5

Next part.
SMILES	14-3-3g Raf
Cc1ccc(C)c(N2C(=O)c3ccc(C(=O)OC(C)C)cc3C2=O)c1	14
CCCC(=O)Nc1sc2c(c1C(=O)OCC)CC(C)(C)OC2	-30
COc1ccc(-c2nn(C)c3sc(C(=O)Nc4ccc(Br)cc4C)cc23)cc1OC	3
C=CCC1(Nc2cccc(C)c2C)CCCCC1	-5
O=c1[nH]c2ccc(S(=O)(=O)N3CCCCC3)cc2[nH]1	-3&-11
O=S(=O)(c1ccc2c(c1)OCCO2)N1CCC(c2nc3ccccc3s2)CC1	-3
CN(C)c1ccc(NC(=O)c2ccc(COc3cccc(Cl)c3)o2)cc1	-30
Cc1ccc2[nH]c3c(N4CCN(Cc5ccccc5)CC4)ncnc3c2c1	-3
O=c1c2c3c(sc2n(Cc2ccc([N+](=O)[O-])cc2)c(=O)n1Cc1ccccc1)CCCC3	-5
O=C(NC1CCCC1)C(c1ccc(N2CCOCC2)cc1)N(Cc1ccco1)C(=O)c1ccco1 (stereo unspecified)	-11
Cc1ccc(Cn2c(=O)n(CCCC(=O)NC3CCCC3)c(=O)c3ccccc32)cc1	2
CC1Cc2nc(SCC(=O)Nc3ccc(F)cc3F)n(C)c(=O)c2S1 (stereo unspecified)	3
CC(C)c1nc(N2CCCCC2)c(C#N)c2c1COC(C)(C)C2	-6
COc1cc(OC)c(N2C(=O)NC3CC2(C)Oc2ccccc23)cc1Cl (stereo unspecified)	-5
Cc1nc2c(C(=O)NC3CCCC(C)C3C)cnn2c(C)c1Cc1ccccc1Cl (stereo unspecified)	-3

In a second layout: results already given
| SMILES | 14-3-3g Raf |
| --- | --- |
| O=c1[nH]c2ccc(S(=O)(=O)N3CCCCC3)cc2[nH]1 | -3&-11 |
| O=S(=O)(c1ccc2c(c1)OCCO2)N1CCC(c2nc3ccccc3s2)CC1 | -3 |

Gathered by group, the entries above with an aryl thioether with sulfur outside any ring.
SMILES	14-3-3g Raf
O=C(CSc1oc(-c2ccccc2)nc1S(=O)(=O)c1ccc(Br)cc1)NC1CCCCC1	-96
N#Cc1c(C(F)(F)F)cc(-c2cccs2)nc1SCC1CCCCC1=O (stereo unspecified)	-19
Cn1cccc1Cc1nnc(SCC(=O)Nc2ccc3c(c2)OCCO3)n1-c1ccc(F)cc1	-7
Cc1cc(NC(=O)CCCSc2nc(-c3ccco3)cc(C(F)(F)F)n2)no1	-21
NC(=O)CSc1nnc(-c2ccc(S(=O)(=O)N3CCOCC3)cc2)n1Cc1ccccc1	-5
O/C(=C\Sc1nnc(Cc2ccccc2)o1)c1ccc(Br)cc1	-7
CC1Cc2nc(SCC(=O)Nc3ccc(F)cc3F)n(C)c(=O)c2S1 (stereo unspecified)	3

Following part:
SMILES	14-3-3g Raf
Cc1cc(C)[nH]c(=O)c1	-2
c1ccc(-n2cnnc2SCc2nc3ccccc3s2)cc1	-34
COc1ccc(N=C2C(=O)Nc3c(C)cccc32)cc1	-8
O=C(Nc1ccc(-c2noc(-c3ccco3)n2)cc1)c1ccco1	-116
CC(C)(C)NC(=O)COC(=O)c1snc(C(=O)NC2CCCCC2)c1N	3
CCC(C)NC(=O)CSc1nc2nc(C)c(Cc3ccc(C)cc3)c(C)n2n1 (stereo unspecified)	-6
OCCC12CC3CC(CC(C3)C1)C2	-6
CC12CC(NC(=O)N1c1cccc(Cl)c1)c1ccccc1O2 (stereo unspecified)	-5
CC(C)Oc1cccc(C(=O)Nc2ccc(Br)cn2)c1	0
CC(=O)c1cnc2c(-c3ccccc3)cnn2c1C	-6
Cc1ccc(Cl)cc1N1CCN(C(=O)C2c3ccccc3C(=O)N(C)C2c2cn(C)c3ccccc23)CC1 (stereo unspecified)	-6
CCN1CCN(C(c2ccccc2OC)c2nnnn2C2CCCCC2)CC1 (stereo unspecified)	1
N=C(N)SCc1cccc2ccccc12	-7
O=C(CCn1c(=O)[nH]c2ccsc2c1=O)N1CCc2ccccc2C1	-8
O=C(Cn1nc(-c2cccc(Cl)c2)ccc1=O)Nc1cccnc1	-7

Overlap with the part before: 3 entries, then new ones.
SMILES	14-3-3g Raf
N=C(N)SCc1cccc2ccccc12	-7
O=C(CCn1c(=O)[nH]c2ccsc2c1=O)N1CCc2ccccc2C1	-8
O=C(Cn1nc(-c2cccc(Cl)c2)ccc1=O)Nc1cccnc1	-7
Cc1ccc(OCC(=O)Nc2ccc3oc(-c4cccnc4)nc3c2)c(C)c1	-8
O=C(CN(c1ccc2c(c1)OCCO2)S(=O)(=O)c1ccccc1)NCC1CCCO1 (stereo unspecified)	8
COC(=O)C(C)Nc1n[nH]c(=O)[nH]c1=O (stereo unspecified)	5
Cc1ccc(SC2=C(N3CCOCC3)C(=O)N(c3cc(C)cc(C)c3)C2=O)cc1	-23
COC(=O)c1ccc(-c2n[nH]c(=O)c3ccccc23)cc1	-19
COC(=O)c1sc(S(=O)(=O)NC(C)C(=O)O)c(C(=O)OC)c1C (stereo unspecified)	0
CCOC(=O)C1=C(CN2CCC(C)CC2)NC(=O)NC1c1ccc(Cl)cc1 (stereo unspecified)	7
CC(=O)c1cccc(NC(=O)CCCN2C(=O)c3cccnc3C2=O)c1	-6
CC1=C(C(=O)Nc2ccccc2Cl)C(c2ccccc2C)NC(=S)N1 (stereo unspecified)	-7
COc1ccc(-c2cc(C(=O)N3CCN(c4ccccc4OC)CC3)c3ccccc3n2)cc1	-3
COC(=O)c1cc2nc(-c3ccc(Cl)cc3)cc(C(F)(F)F)n2n1	6
CC1=C(Sc2nc3ccccc3[nH]2)C(=O)NC(C)(C)C1	-8
Nc1cccc(-c2nc3ccccc3[nH]2)c1	0
CCNC(=O)C1Cc2ccccc2CN1S(=O)(=O)c1cccs1 (stereo unspecified)	-5
COc1cc(Br)cc2cc(C(=O)N3CCCCC3C)c(=O)oc12 (stereo unspecified)	-5
CCn1c(SCCOc2ccc(C)cc2)nc2ccccc21	-4
CCOc1ccc(Sc2cc(C(=O)NC3CC3)c3ccccc3n2)cc1	3
COC(=O)c1ccc(Cn2cnc3c(cnn3-c3ccc(C)c(C)c3)c2=O)o1	-1
CC1=C(C(=O)Nc2cccc(F)c2)C(c2cccc(Oc3ccccc3)c2)C2=C(CC(C)(C)CC2=O)N1 (stereo unspecified)	3
CCOC(=O)c1c(NC(=O)C2CC2)sc(C(=O)Nc2cccc(Cl)c2C)c1C	7
COC(=O)c1ccccc1NC(=O)c1ccccc1	-11
O=C1C=C(O)CC(c2cccs2)C1 (stereo unspecified)	0&-26
O=C(NCCN1CCC(Cc2ccccc2)CC1)C1CCN(S(=O)(=O)c2cccc3nonc23)CC1	-37
NC(N)=NCCCCN=C(N)N	-1
C(#CC1C=Cc2ccccc2O1)c1ccccc1 (stereo unspecified)	-5
CCOC(=O)c1c(C)nsc1Nc1ccc([N+](=O)[O-])cc1	0
CCc1n[nH]c2c1C(=O)CC(C)(C)C2	1
COc1cc2c(c(OC)c1OC)C(c1ccccc1[N+](=O)[O-])CC(=O)N2 (stereo unspecified)	-9
CCOC(=O)c1ccc(-n2c(N)c(C(=O)N3CCCCC3)sc2=S)cc1	-1
CS(=O)(=O)NCCc1nc(-c2ccccc2)cs1	-3
C[n+]1cn(CC(O)COCC2CC=CCC2)c2ccccc21 (stereo unspecified)	-1
CN1CCN(CC/C=C2/c3ccccc3Sc3ccc(S(=O)(=O)N(C)C)cc32)CC1	-1
Brc1ccc2ncnc(NCc3ccco3)c2c1	-3&-18
